Diaph inh CS – counter-screen for diaphorase-based assays: diaphorase inhibitors and chemical oxidizers | diaphorase resazurin-to-resorufin fluorescence, NADH, 16 min; bacterial (C. kluyveri) enzyme, not human | inhibition, % at 20 µM | 0.69% of 190,000 active | AID 1217;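 active means primary screen inhibition at 20 µM above a set limit, cut at about 50% in these data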;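 further: plate controls were DMSO with full reaction for no effect and wells lacking NADH for full effect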
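material = Clostridium kluyveri diaphorase enzyme | amount = 0.14 U/mL diaphorase, enzyme working solution | schedule = incubation 16 min, room temperature | detection = fluorescence of resorufin formed from resazurin, Ex 544/Em 590 nm | benchmarks = positive control minus NADH, DMSO neutral control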
ROMK primary – modulators of human ROMK potassium channel; Tet-inducible ROMK, thallium flux fluorescence; actives lie on both sides; B-score at 10 µM; 2% of 130,000 active;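 active means signal ratio slope over the read window, or its plate-corrected B-score, at least 3 SD from the plate mean, either direction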;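 further: B-score of the F/F0 ratio slope over 7 to 12 s after thallium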
G6PDH counter – L. mesenteroides G6PDH inhibition counter-screen | Purified L. mesenteroides G6PDH, diaphorase/resazurin coupled fluorescence, 45 min | inhibition, % at 5 µM | 0.12% of 200,000 active; in the data active means inhibition above about 50%
PPARg SRC-2 ag – promotes SRC-2 coactivator recruitment by human PPARgamma | P37231 | PPARgamma LBD-SRC-2 recruitment, biochemical | activation, % at 8 µM | 0.34% of 200,000 active; in the data active means activation above about 22%;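 further: 0% = vehicle and 100% = reference agonist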
SRC2 TRFRET art – flags TR-FRET format artefacts in PPARgamma SRC-2 recruitment agonist screen. 0.4% of 200,000 active. AID 1049. TR-FRET ratio at 8 µM. TR-FRET artefact counter-screen; active compounds read high; in the data active means TR-FRET ratio above about 2000; further: inactives centre near 1500
PPARg SRC3 recr – promotes SRC-3 coactivator recruitment by human PPARgamma | P37231 | biochemical PPARgamma/SRC-3 coactivator recruitment assay | activation, % at 8 µM | 0.26% of 200,000 active | AID 731; in the data active means activation above about 23%;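 further: 0% = DMSO and 100% = reference agonist; some compounds past the cut are filed as inactive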
Diaphorase act – counter-screen for diaphorase-based assays: diaphorase activators and chemical reducers. Diaphorase/resazurin coupled assay, resorufin fluorescence, 16 min; active compounds read high; 1 = vehicle wells, 0 = NADH-free wells. activation factor at 20 µM. 0.005% of 190,000 active. AID 1229;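 active means diaphorase activity raised at least twofold by the compound at 20 µM; inactive means activation factor below 2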
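Material: Purified diaphorase enzyme from Clostridium kluyveri | Buffer or medium: 50 mM HEPES pH 7.4 with 4.542 mM MgCl2, 0.005% Tween 20 | Times: 16 min enzyme reaction, ambient temperature | Signal: Red resorufin fluorescence at 544/590 nm excitation/emission | Measure: Increased resorufin signal from activators or reducing compounds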
PPARg SRC-1 ag – PPARgamma-driven SRC-1 recruitment agonism. P37231. activation, % at 8 µM. AID 631. PPARgamma-SRC-1 coactivator recruitment biochemical assay. 0.41% of 200,000 active; in the data active means activation above about 19%;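 further: 0% = DMSO and 100% = reference agonist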
PMI act – increases human mannose-6-phosphate isomerase activity. P34949. purified human PMI, coupled resazurin fluorescence, 20 min; active compounds read high; 1 = vehicle control, 0 substrate-free wells. activation factor at 20 µM. 0.005% of 190,000 active;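 active means activation factor of 2 or more at 20 µM, relative to plate controls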
Target sequence (P34949 whole entry, looked up): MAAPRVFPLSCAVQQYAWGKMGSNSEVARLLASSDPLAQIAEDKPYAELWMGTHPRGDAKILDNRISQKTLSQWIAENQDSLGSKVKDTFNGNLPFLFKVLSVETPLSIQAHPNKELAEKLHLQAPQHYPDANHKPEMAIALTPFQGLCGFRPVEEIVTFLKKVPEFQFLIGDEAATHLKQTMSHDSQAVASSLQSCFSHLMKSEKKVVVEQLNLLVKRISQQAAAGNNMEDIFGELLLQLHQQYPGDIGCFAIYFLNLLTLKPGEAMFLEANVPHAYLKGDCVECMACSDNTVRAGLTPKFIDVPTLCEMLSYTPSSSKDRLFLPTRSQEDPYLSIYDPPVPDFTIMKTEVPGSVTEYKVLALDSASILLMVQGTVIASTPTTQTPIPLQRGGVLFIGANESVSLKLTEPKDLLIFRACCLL
PMI act hi M6P – increases human PMI activity with near-saturating mannose 6-phosphate. P34949. coupled PMI enzyme assay, resazurin fluorescence, 20 min; active compounds read high; 1 = untreated enzyme, 0 = substrate-free blank. activation factor at 20 µM. 0.34% of 190,000 active;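 active means activation factor of 2 or more at 20 µM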
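Test system: Human PMI in coupled enzyme assay | Input: 15 ng/mL PMI | Medium: HEPES-buffered pH 7.4 with magnesium and detergent | Compound: One concentration, 20 µM, in 1% DMSO | Incubation: Enzyme reaction with compound 20 min at room temperature | Detection: Diaphorase-driven resazurin-to-resorufin fluorescence, excitation 544, emission 590 nm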
S1P3 antag – antagonists of human S1P3 receptor; Q99500; CHO S1P3 NFAT-BLA reporter, FRET fluorescence, antagonist mode; inhibition, % at 4.98 µM; 0.27% of 170,000 active; AID 485;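 active means inhibition above the plate cutoff, the mean inhibition of test wells on that plate plus 3 SD, cut at about 28% in these data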;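 further: cells challenged with S1P at its EC80 of 0.8 µM; blue over green emission ratio from cleaved BLA substrate after 4 h stimulation; 0% = S1P-stimulated wells and 100% = unstimulated DMSO-only wells; some compounds past the cut are filed as inactive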
Target sequence (Q99500 whole entry, looked up): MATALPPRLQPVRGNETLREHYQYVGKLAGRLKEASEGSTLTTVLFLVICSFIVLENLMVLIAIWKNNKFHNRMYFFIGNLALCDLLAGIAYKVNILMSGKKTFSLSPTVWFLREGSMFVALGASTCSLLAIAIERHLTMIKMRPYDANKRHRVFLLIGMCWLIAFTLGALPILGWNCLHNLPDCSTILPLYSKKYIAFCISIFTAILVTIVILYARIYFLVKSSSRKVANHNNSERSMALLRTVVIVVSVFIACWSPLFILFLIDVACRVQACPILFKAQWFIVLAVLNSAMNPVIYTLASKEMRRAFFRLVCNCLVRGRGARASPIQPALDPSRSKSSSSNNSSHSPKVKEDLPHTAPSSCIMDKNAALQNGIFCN
Numbers without * were called inactive.

`COc1cccc(OC)c1-c1nn2c(-c3cc(-c4ccccc4)n[nH]3)nnc2s1` gave Diaph inh CS 15, ROMK primary 0.55, G6PDH counter 0, PPARg SRC-2 ag 9, SRC2 TRFRET art 1895, PPARg SRC3 recr 8, Diaphorase act 0.8, PPARg SRC-1 ag 20*, PMI act 1, PMI act hi M6P 1.2 and S1P3 antag 38.
`COC(=O)c1c(N2C(=O)[C@H]3[C@@H](C2=O)[C@]2(C(=O)Nc4ccc(C)cc42)N2CCC[C@@H]32)sc(C)c1C` gave Diaph inh CS 20, ROMK primary 0.008, G6PDH counter -6, PPARg SRC-2 ag -5, SRC2 TRFRET art 1415, PPARg SRC3 recr 0, Diaphorase act 0.8, PPARg SRC-1 ag 0, PMI act 1, PMI act hi M6P 1 and S1P3 antag -3.
For C=CCn1c(SCc2ccc([N+](=O)[O-])cc2)nnc1C(C)NC(=O)c1ccccc1 (centres undefined) the results were Diaph inh CS -8, G6PDH counter 2, PPARg SRC-2 ag 3, SRC2 TRFRET art 1397, PPARg SRC3 recr 5, Diaphorase act 1.1, PPARg SRC-1 ag -1, PMI act 1.1 and PMI act hi M6P 1.2.
C=CCn1c(SC2CCOC2=O)nc2scc(C3CC3)c2c1=O (centres undefined) was read as Diaph inh CS 7, ROMK primary 1.2, G6PDH counter -2, PPARg SRC-2 ag 6, SRC2 TRFRET art 1702, PPARg SRC3 recr 4, Diaphorase act 0.9, PPARg SRC-1 ag 6, PMI act 0.9, PMI act hi M6P 1 and S1P3 antag 2.
CCOc1ccc(OCC)c(S(=O)(=O)n2cc(C)nc2CC)c1 was read as Diaph inh CS -2, ROMK primary 0.91, G6PDH counter 10, PPARg SRC-2 ag -2, SRC2 TRFRET art 1691, PPARg SRC3 recr -3, Diaphorase act 1, PPARg SRC-1 ag 4, PMI act 1, PMI act hi M6P 0.9 and S1P3 antag 9.
Screening O=C(c1ccc(Cl)cc1)N1CCCOC1 returned Diaph inh CS 10, G6PDH counter -11, PPARg SRC-2 ag 5, SRC2 TRFRET art 1491, PPARg SRC3 recr 3, Diaphorase act 0.9, PPARg SRC-1 ag 0, PMI act 1, PMI act hi M6P 1 and S1P3 antag -28.
O=C(NNc1ccc([N+](=O)[O-])cc1[N+](=O)[O-])C1C2CCCCC21 (centres undefined) was read as Diaph inh CS 6, ROMK primary 1.8, G6PDH counter 2, PPARg SRC-2 ag -2, SRC2 TRFRET art 1390, PPARg SRC3 recr -3, Diaphorase act 0.9, PPARg SRC-1 ag -3, PMI act 1, PMI act hi M6P 1 and S1P3 antag 0.
`CCOc1ccc(C(C)NC(=O)C2CCC2)cc1` (centres undefined) gave Diaph inh CS 12, ROMK primary 0.78, G6PDH counter 19, PPARg SRC-2 ag -6, SRC2 TRFRET art 1567, PPARg SRC3 recr -4, Diaphorase act 0.9, PPARg SRC-1 ag 8, PMI act 0.9, PMI act hi M6P 0.9 and S1P3 antag 2.
Cc1ccc(Nc2nc(-c3ccc(C)cc3)c(CC(=O)O)s2)cc1 was read as Diaph inh CS 16, ROMK primary 0.41, G6PDH counter 7, PPARg SRC-2 ag 3, SRC2 TRFRET art 1941, PPARg SRC3 recr 3, Diaphorase act 0.8, PPARg SRC-1 ag 10, PMI act 1.2, PMI act hi M6P 0.7 and S1P3 antag -4.
CCOC(=O)C1CCN(C(=O)c2ccccc2N(C)S(=O)(=O)c2ccccc2)CC1 was read as Diaph inh CS 1, ROMK primary 0.013, G6PDH counter 3, PPARg SRC-2 ag -4, SRC2 TRFRET art 1696, PPARg SRC3 recr 1, Diaphorase act 1, PPARg SRC-1 ag 8, PMI act 1.1, PMI act hi M6P 1.1 and S1P3 antag -5.
Cc1cc(=O)[nH]c(N=N/C(=N/Nc2ccccc2C)c2ccccc2)n1 was read as Diaph inh CS 5, ROMK primary 0.5, G6PDH counter 5, PPARg SRC-2 ag 14, SRC2 TRFRET art 1552, PPARg SRC3 recr 12, Diaphorase act 0.9, PPARg SRC-1 ag 1, PMI act 1.5 and PMI act hi M6P 1.8.
O=C(NC(Cc1ccccc1)C(=O)O)/C(=C\c1ccco1)NC(=O)c1ccc(Br)cc1 (centres undefined) was read as Diaph inh CS 18, ROMK primary 0.93, G6PDH counter 14, PPARg SRC-2 ag -5, SRC2 TRFRET art 1318, PPARg SRC3 recr -11, Diaphorase act 0.8, PPARg SRC-1 ag -2, PMI act 1 and PMI act hi M6P 0.7.
`CCCCN(C(=O)c1ccc(NC(=O)C(C)C)cc1)c1ccccc1` gave Diaph inh CS 4, ROMK primary 0.59, G6PDH counter 12, PPARg SRC-2 ag -3, SRC2 TRFRET art 1548, PPARg SRC3 recr 0, Diaphorase act 1, PPARg SRC-1 ag 2, PMI act 0.9, PMI act hi M6P 0.9 and S1P3 antag -10.
Screening COc1ccc(NC(=S)Nc2cc(C)ccn2)c(OC)c1 returned Diaph inh CS 8, G6PDH counter -3, PPARg SRC-2 ag 3, SRC2 TRFRET art 1647, PPARg SRC3 recr 8, Diaphorase act 0.9, PPARg SRC-1 ag 5, PMI act 1 and PMI act hi M6P 1.
CC(C)(C)CC(C)(C)NC(=S)Nc1ccc2nc(-c3ccccn3)c(-c3ccccn3)nc2c1 was read as Diaph inh CS 35, ROMK primary -2, G6PDH counter 38, PPARg SRC-2 ag 4, SRC2 TRFRET art 1462, PPARg SRC3 recr 8, Diaphorase act 0.7, PPARg SRC-1 ag 1, PMI act 1.2 and PMI act hi M6P 1.2.
For COc1cccc(C(=O)CSc2nc3ccccc3n2CC(=O)N2CCOCC2)c1 the results were Diaph inh CS 21, G6PDH counter 2, PPARg SRC-2 ag 2, SRC2 TRFRET art 1570, PPARg SRC3 recr 3, Diaphorase act 0.8, PPARg SRC-1 ag 0, PMI act 0.9, PMI act hi M6P 0.9 and S1P3 antag -6.
Cc1cc(C)cc(OCc2nnc(SCC(=O)N3CCN(c4ccccc4)CC3)o2)c1 was read as Diaph inh CS -4, G6PDH counter 5, PPARg SRC-2 ag -1, SRC2 TRFRET art 1529, PPARg SRC3 recr 13, Diaphorase act 1, PPARg SRC-1 ag 0, PMI act 1, PMI act hi M6P 1 and S1P3 antag 8.
CCOC(=O)c1ccc(N2C(=O)CC(SCC(=O)Nc3ccc(S(N)(=O)=O)cc3)C2=O)cc1 (centres undefined) was read as Diaph inh CS 6, ROMK primary 0.8, G6PDH counter -4, PPARg SRC-2 ag 2, SRC2 TRFRET art 1642, PPARg SRC3 recr 2, Diaphorase act 0.9, PPARg SRC-1 ag 3, PMI act 0.4, PMI act hi M6P 0.8 and S1P3 antag -11.
Screening Cc1ccc(S(=O)(=O)NC(C)(C)CSc2nncn2N)cc1 returned Diaph inh CS 6, G6PDH counter 6, PPARg SRC-2 ag 0, SRC2 TRFRET art 1575, PPARg SRC3 recr 4, Diaphorase act 0.9, PPARg SRC-1 ag 1, PMI act 1, PMI act hi M6P 1 and S1P3 antag 24.
Screening CC(C)C(NC(=O)C12CC3CC(CC(C3)C1)C2)C(=O)N/N=C/C1=C(N2CCOCC2)C(=C\c2cccc([N+](=O)[O-])c2)/CC1 (centres undefined) returned Diaph inh CS 18, ROMK primary 0.2, G6PDH counter 3, PPARg SRC-2 ag 6, SRC2 TRFRET art 1653, PPARg SRC3 recr 3, Diaphorase act 0.8, PPARg SRC-1 ag 7, PMI act 0.9, PMI act hi M6P 0.9 and S1P3 antag -7.
COc1cc(C(C(=O)NCc2ccccc2)N(Cc2ccco2)C(=O)c2cnccn2)cc(OC)c1OC (centres undefined) was read as Diaph inh CS -14, ROMK primary 0.24, G6PDH counter 4, PPARg SRC-2 ag 9, SRC2 TRFRET art 1674, PPARg SRC3 recr 4, Diaphorase act 1.1, PPARg SRC-1 ag 7, PMI act 1.1, PMI act hi M6P 1.1 and S1P3 antag -27.
Screening O=C1N=C(N2CCOCC2)S/C1=C\c1cccnc1 returned Diaph inh CS 9, ROMK primary -0.54, G6PDH counter 3, PPARg SRC-2 ag 1, SRC2 TRFRET art 1702, PPARg SRC3 recr 4, Diaphorase act 0.9, PPARg SRC-1 ag 3, PMI act 1, PMI act hi M6P 1 and S1P3 antag -10.
O=C(N1CCOCC1)N1c2ccccc2CC(N2CCOCC2)c2ccccc21 (centres undefined) was read as Diaph inh CS 3, ROMK primary 0.66, G6PDH counter 19, PPARg SRC-2 ag -3, SRC2 TRFRET art 1455, PPARg SRC3 recr -7, Diaphorase act 1, PPARg SRC-1 ag -1, PMI act 1, PMI act hi M6P 1.1 and S1P3 antag -2.
CCCC(=O)NC(=S)Nc1ccc(Cl)cn1 was read as Diaph inh CS -1, ROMK primary 0.27, G6PDH counter 2, PPARg SRC-2 ag 9, SRC2 TRFRET art 1481, PPARg SRC3 recr 4, Diaphorase act 1, PPARg SRC-1 ag 4, PMI act 0.9 and PMI act hi M6P 1.1.
COc1ccccc1NC(=S)NNC(=O)c1ccc(Cl)cc1Cl was read as Diaph inh CS -7, ROMK primary -0.64, G6PDH counter 9, PPARg SRC-2 ag 6, SRC2 TRFRET art 1566, PPARg SRC3 recr 9, Diaphorase act 1.1, PPARg SRC-1 ag -2, PMI act 1.2 and PMI act hi M6P 1.2.
Screening COc1ccc(S(=O)(=O)N2CCOCC2)cc1NS(=O)(=O)/C=C/c1ccccc1 returned Diaph inh CS 22, ROMK primary -0.35, G6PDH counter 0, PPARg SRC-2 ag 7, SRC2 TRFRET art 1643, PPARg SRC3 recr 1, Diaphorase act 0.8, PPARg SRC-1 ag 0, PMI act 1, PMI act hi M6P 0.9 and S1P3 antag 14.

An excerpt taken from the entries so far:
COc1cc(C(C(=O)NCc2ccccc2)N(Cc2ccco2)C(=O)c2cnccn2)cc(OC)c1OC (centres undefined) was read as Diaph inh CS -14, ROMK primary 0.24, G6PDH counter 4, PPARg SRC-2 ag 9, SRC2 TRFRET art 1674, PPARg SRC3 recr 4, Diaphorase act 1.1, PPARg SRC-1 ag 7, PMI act 1.1, PMI act hi M6P 1.1 and S1P3 antag -27.
Screening O=C1N=C(N2CCOCC2)S/C1=C\c1cccnc1 returned Diaph inh CS 9, ROMK primary -0.54, G6PDH counter 3, PPARg SRC-2 ag 1, SRC2 TRFRET art 1702, PPARg SRC3 recr 4, Diaphorase act 0.9, PPARg SRC-1 ag 3, PMI act 1, PMI act hi M6P 1 and S1P3 antag -10.

Screening results as filed in PubChem BioAssay.
